Screening data as filed in PubChem BioAssay.
HUVEC tox IL1B: toxic to HUVEC cells under IL-1B stimulation; HUVEC cell count loss, Hoechst imaging, IL-1B stimulated; cell count reduction, % at 2 µM; 94,000 compounds, 0.41% hits;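 active means cell count reduction more than 3 SD above the screen-wide mean, cut at about 70% in these data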;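 further: normalized per plate to untreated control cells as the no-loss baseline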
F-actin modifier: modifiers of cytoskeleton assembly | HUVEC TNFa F-actin phalloidin imaging, high content | inhibition, % at 2 µM | 91,000 compounds, 0.18% hits | AID 836;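 active means inhibition above the batch mean plus 3 SD and confirmed as a hit by visual image inspection, cut at about 30% in these data, passing the limit was not always enough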; further: strong numbers were not always called active
PTPN22 inh 2: inhibitors of human LYP (PTPN22) phosphatase; Q9Y2R2; recombinant LYP catalytic domain, DiFMUP fluorescence; inhibition, % at 2 µM; 96,000 compounds, 0.21% hits; AID 640;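 active means inhibition at 2 µM at or above a set limit, the screen mean plus 3 SD, cut at about 24% in these data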;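 further: 0% = DMSO with enzyme and 100% = enzyme fully blocked by orthovanadate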
Target sequence (Q9Y2R2 whole entry, looked up, the tested form may be a part): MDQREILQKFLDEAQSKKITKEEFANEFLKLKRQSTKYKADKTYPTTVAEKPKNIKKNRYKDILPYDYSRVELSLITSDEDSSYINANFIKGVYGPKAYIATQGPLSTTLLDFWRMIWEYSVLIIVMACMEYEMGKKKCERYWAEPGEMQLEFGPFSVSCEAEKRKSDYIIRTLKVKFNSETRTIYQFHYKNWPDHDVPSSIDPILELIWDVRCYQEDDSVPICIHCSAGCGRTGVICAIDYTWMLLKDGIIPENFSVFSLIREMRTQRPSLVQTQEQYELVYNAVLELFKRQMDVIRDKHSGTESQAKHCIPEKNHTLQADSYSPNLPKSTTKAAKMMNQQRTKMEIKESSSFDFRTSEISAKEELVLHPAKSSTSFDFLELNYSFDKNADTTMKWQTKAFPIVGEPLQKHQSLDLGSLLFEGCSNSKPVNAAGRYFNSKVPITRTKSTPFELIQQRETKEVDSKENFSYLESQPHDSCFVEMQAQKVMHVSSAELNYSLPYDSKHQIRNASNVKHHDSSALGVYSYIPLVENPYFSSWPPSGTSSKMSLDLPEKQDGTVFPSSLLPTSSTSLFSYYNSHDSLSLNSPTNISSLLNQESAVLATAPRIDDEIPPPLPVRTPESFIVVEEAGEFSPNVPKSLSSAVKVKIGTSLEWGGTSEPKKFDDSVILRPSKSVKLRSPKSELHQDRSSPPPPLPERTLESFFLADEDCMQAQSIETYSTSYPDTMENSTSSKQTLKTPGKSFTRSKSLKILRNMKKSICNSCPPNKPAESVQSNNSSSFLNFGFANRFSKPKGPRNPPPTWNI
Candida biofilm: kills Candida albicans biofilms; inhibition, % at 6 µM; 85,000 compounds, 0.14% hits; C. albicans biofilm + clotrimazole, Alamar Blue; AID 834;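 active means inhibition above 20%; inactive means inhibition below 20%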;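 further: preformed 24 hr biofilms exposed to compound for 48 hr; 0% = biofilm without compound and 100% = blank killed by clotrimazole plus chlorhexidine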
VCAM1 TNFa inh: reduces TNF alpha induced VCAM1 expression in HUVEC | HUVEC TNFa-induced VCAM-1 immunofluorescence, high-content imaging | inhibition, % at 2 µM | 95,000 compounds, 0.48% hits;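 active means inhibition above the batch mean plus 3 SD, with images confirmed as a hit by eye, cut at about 37% in these data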;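 further: 0% = TNF-stimulated DMSO wells and 100% = unstimulated control wells; not every result past the cut was called active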
Smad3 FoxH1 inh: Smad3 (human) transcription factor binding inhibition | TR-FRET Smad3/Dy647-FoxH1 peptide binding, europium anti-His | inhibition, % at 25 µM | 88,000 compounds, 0.29% hits | AID 630;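 active means compounds that reduce the energy-transfer binding signal between the protein and its labelled peptide by more than half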;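 further: 0% = Smad3 plus labelled peptide maximal FRET and 100% = peptide-only background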
TNFa cytotox: HUVEC cytotoxicity counter-screen, TNF alpha stimulated. HUVEC TNFalpha-stimulated, Hoechst cell count, imaging. cell count reduction, % at 2 µM. 93,000 compounds, 0.17% hits. AID 848;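 active means cell count reduction exceeding the screen mean by over 5 SD, scaled to untreated wells per plate, cut at about 78% in these data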;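 further: cells counted after 24 h of TNF alpha exposure following the 1 h pretreatment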
MT1-MMP txn act: MT1-MMP promoter transcription activation | HT1080 MT1-MMP promoter luciferase reporter, luminescence, overnight; hits give high values | 86,000 compounds, 0.16% hits | activation factor at 10 µM | AID 750;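 active means activation factor of at least 2 for MT1-MMP transcription at 10 µM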
hDAT+cocaine: changed human dopamine transporter uptake under cocaine IC80 | Q01959 | LLC-PK1 hDAT cells, [14C]-dopamine uptake with cocaine IC80; actives deviate in either direction | B-score at 10 µM | 110,000 compounds, 1.3% hits;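 active means Z score or B-score, a plate-position-corrected score, falls beyond the plate's 99.7% confidence bounds, in either direction; inactive means both scores lie inside the 99.7% bounds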;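 further: scored against the spread of the other compound wells on the same plate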
Active calls of the source: *; nt = no result given; [ ] = another dose, or the depositor's remark. A portion of the library. The share of hits here may be higher or lower than overall.

compound,Smad3 FoxH1 inh,HUVEC tox IL1B,F-actin modifier,Candida biofilm,MT1-MMP txn act,TNFa cytotox,PTPN22 inh 2,hDAT+cocaine,VCAM1 TNFa inh
CC(=O)n1cc(C(C[N+](=O)[O-])SCCN)c2ccccc21 (stereo unspecified),8,2,-6,9,1.3,-14,-7,-1.3,29
Cc1ccc2c(c1)N(Cc1ccc3c(c1)OCO3)C(=O)C(C)O2 (stereo unspecified),12,26,-8,-2,1.1,3,-8,-0.93,7
Cc1c(=O)n(OCc2c(F)cccc2F)c2ccccc2[n+]1[O-],nt,-30,-4,nt,1,12,-1,nt,31
Cn1c(C(=O)N2CCCC(C(=O)NCCCSC3CCCCC3)C2)cc2sccc21 (stereo unspecified),11,-8,-53,7,1,4,-3,nt,-22
COc1ccccc1Nc1nc(-c2sc(NC(=O)c3ccco3)nc2C)cs1,nt,-6,-11,nt,nt,-14,1,0.26,4
Cc1cccc(N2CCN(Cc3c(C)n(C)n(-c4ccccc4)c3=O)CC2)c1C,7,-33,18,2,1.1,-23,2,-0.0077,11
Cc1cc(C(=O)Nc2ccccc2C(F)(F)F)no1,2[fluorescence artefact?],1,-7,5,1.1,-7,-2,-2,18
CSCCC(NC(=O)C1CCC(C)CC1)C(=O)NCc1ccco1 (stereo unspecified),-14,4,-23,8,1.3,-14,-6,0.27,0
O=C(c1ccco1)N1CCN(S(=O)(=O)c2ccc(S(=O)(=O)NC3CC3)cc2)CC1,-12,33,22,6,1.1,-23,5,-0.13,-13
CCOc1ccc(OCCSc2nnnn2C2CCCCC2)cc1,-8,-11,-7,9,1.2,-54,0,nt,4
CCCc1ccc(-c2csc(NC(=O)Cc3cccs3)n2)cc1,7,5,3,3,1.4,-21,1,-0.11,-17
c1ccc(COc2cccc(CNn3cnnc3)c2)cc1,-1,-10,12,4,1,4,-4,-0.55,32
O=c1/c(=C/c2ccc([N+](=O)[O-])cc2)sc2n1CCCN=2,nt,-3,-38,nt,nt,8,-3,-1.3,-4
COc1ccc(/C=N/N2CCN(c3ccncc3S(=O)(=O)N3CCCCC3)CC2)cc1,nt,5,-3,nt,nt,-16,2,0.3,1
COc1cccc(C(=O)NCc2n[nH]c(=S)n2-c2cccc(C)c2)c1,-1,-11,-4,nt,1.1,-12,10,0.44,7
C/C=C/c1ccc(OCCN2C(=O)NC(C)(C)C2=O)c(OC)c1,5[fluorescence artefact?],41,14,7,1.2,-6,2,0.088,5
NC(=O)c1cc(-c2ccccc2)nc(Oc2ccccc2)n1,4,12,16,10,1,-46,-1,1.4,-1
Cc1nn(Cc2cccc(C(=O)NC3CCCCC3)c2)c(C)c1Cl,-7,3,-5,-5,1.2,-22,2,nt,0
O=C(NC1CCCCCC1)C1c2ccccc2C(=O)N1Cc1cccnc1 (stereo unspecified),12,8,-17,10,1,17,10,-1.5,13
COc1cccc(C2C(C(C)=O)=C(O)C(=O)N2CCc2c[nH]c3ccccc23)c1 (stereo unspecified),4,-12,-9,6,1.4,21,-3,-1.2,2

Following part:
compound,Smad3 FoxH1 inh,HUVEC tox IL1B,F-actin modifier,Candida biofilm,MT1-MMP txn act,TNFa cytotox,PTPN22 inh 2,hDAT+cocaine,VCAM1 TNFa inh
CC1CSc2ccccc2NC1=S (stereo unspecified),-2[fluorescence artefact?],-12,14,4,1.1,nt,-9,-0.62,7
COc1ccccc1N1CCN(C(=O)c2ccc(S(=O)(=O)N3CCCCC3)cc2)CC1,8,9,1,6,1.1,-9,8,0.53,3
Cc1ccc([N+](=O)[O-])cc1NC(=O)CN1CCC(C)CC1,nt,10,-6,nt,nt,-5,14,nt,-6
COc1cccc(OC)c1C(=O)N1CCN(S(=O)(=O)c2ccccc2)CC1,8,4,16,nt,1.2,-11,2,-0.79,1
COc1cccc(-n2sc3c(c2=S)-c2cc(OC)ccc2NC3(C)C)c1,nt,nt,2,nt,nt,-23,4,0.64,33
O=C1Nc2cccnc2Sc2ccccc21,11,-1,-6,1,1.2,-13,-5,-0.26,-2
CCCn1c(O)c2ccc(C(=O)N=NC(=O)c3cccnc3)cc2c1O,nt,-35,-4,nt,nt,-22,-4,-0.53,-10
Cc1csc(NC(=O)CSc2nc3sc(C)c(C)c3c(=O)[nH]2)n1,7[fluorescence artefact?],-1,11,7,1.1,-52,-13,-0.28,-34
CS(=O)(=O)Nc1ccc(C(=O)NCCSC2CCCCC2)cc1,11,-14,3,10,1.2,-15,-20,1.4,13
CCOc1ccccc1Nc1nc(N)nc(CN(C)C2CCCCC2)n1,-6,-7,23,11,1.2,-23,0,0.44,-4
O=C(O)CCc1nc(-c2ccccc2Cl)no1,4[fluorescence artefact?],-8,-6,5,1.2,-12,4,-0.74,14
COC(=O)CSc1nc(C)cc(C(F)(F)F)c1C#N,16,-14,-19,8,1.1,0,8,-1.2,-2
CNC(=S)NNC(=O)Cc1ccccc1,nt,2,-11,nt,nt,-2,-5,-1.1,0
CCC(=O)c1ccc(N2CCOCC2)c(F)c1,2,-13,-18,4,1.3,-14,13,-1.6,5
Nc1nc2c(c3c1c(=O)oc1ccccc13)CCCCC2,11,-12,12,-3,1.3,-30,-2,-0.82,3
COc1cccc(C2CC(c3ccc(Cl)cc3Cl)n3nc(N)nc3N2)c1 (stereo unspecified),-16,nt,nt,3,1.2,nt,nt,0.92,nt
S=C(NCCSCc1ccc(Cl)c(Cl)c1)Nc1ccccc1,nt,-49,-38,nt,nt,-4,8,0.86,9
N#Cc1c2c(c(Nc3ccccc3)n3c1nc1ccccc13)CCC2,nt,49,4,nt,nt,4,9,-0.67,11
COC(=O)CSc1nnc2n1C(C)(C)Cc1ccccc1-2,4,-21,12,6,1,-22,-8,0.42,-5
COCCCN1C(=O)C(O)=C(C(=O)c2ccc(C)o2)C1c1cccc(Br)c1 (stereo unspecified),nt,14,-4,nt,1.1,29,1,0.029,-48

The list continues:
compound,Smad3 FoxH1 inh,HUVEC tox IL1B,F-actin modifier,Candida biofilm,MT1-MMP txn act,TNFa cytotox,PTPN22 inh 2,hDAT+cocaine,VCAM1 TNFa inh
CC(=O)c1ccccc1NS(=O)(=O)c1c(C)nn(-c2ccccc2)c1C,-1,2,-2,11,1.2,10,14,0.6,9
CCOC(=O)C1CCCN(Cc2ccccc2F)C1 (stereo unspecified),0,nt,nt,-10,1.3,nt,nt,1.2,nt
Cc1cccc(-c2nc(CSCC(=O)NCCCN3CCOCC3)c(C)o2)c1,-6,-8,nt,2,1.2,-29,11,-0.6,-18
CC(N=C(NS(=O)(=O)c1ccc(Cl)cc1)c1ccccc1)C(=O)O (stereo unspecified),0,-2,nt,3,1.3,-10,2,0.033,2
O=C(NNC(=O)c1sc2ccccc2c1Cl)Nc1ccc(Cl)cc1,nt,-7,nt,nt,nt,10,-2,-0.39,18
O=C(NCc1cccs1)N[C@@H](Cc1ccccc1)C(=O)O,6,-19,5,3,1,-36,6,-0.92,13
O=C(c1ccco1)N1CCN(Cc2nnnn2CCc2ccccc2)CC1,-3,23,-5,2,1,-1,-7,0,4
O=C(NC1CCCCC1)C1CC=CCC1C(=O)OCC(Cl)=C(Cl)Cl (stereo unspecified),-4,-29,-4,5,1.2,-1,-19,0.29,-5
CCN1CCN(c2ccc(NC(=O)c3cccnc3)cc2Cl)CC1,6,nt,nt,9,1.2,nt,nt,0.22,nt
O=C(C1CCCO1)N1CCN(Cc2c(O)ccc3ccccc23)CC1 (stereo unspecified),nt,-8,6,nt,nt,-11,4,-0.31,-2
C=CCn1c(CNc2ccccc2)nnc1SCC(=O)N/N=C/c1ccccc1O,nt,10,5,nt,nt,-16,10,0.66,3
CCN1CCCC1CNCc1cc(OC)c(OC)c(OC)c1 (stereo unspecified),-1,3,3,-2,1.4,-12,4,0.66,5
O=[N+]([O-])c1cc(S(=O)(=O)C(F)(F)F)ccc1Sc1nc2ccccc2s1,nt,6,19,nt,nt,-17,0,-1.9,-6
Cc1cc(C(C)(C)C)cc(S(=O)(=O)Nc2ccc(O)c(C(=O)O)c2)c1C,-1,-53,0,2,1.1,-37,1,1.8,1
O=C(CSc1ncn[nH]1)N(C1CCCCC1)C1CCCCC1,8[fluorescence artefact?],-1,nt,6,1,-22,9,0.25,13
O=C(NC(C(=O)N/N=C/c1ccccc1)c1n[nH]c(=O)c2ccccc12)c1ccccc1 (stereo unspecified),2,-2,nt,8,1.1,-11,26*,nt,-4
CC(C)[C@H](NC(=O)NCc1ccco1)C(=O)O,4,-24,-18,7,1,-18,6,1.7,5
CC(=O)c1c[nH]c(C(=O)NCC2CCCO2)c1 (stereo unspecified),nt,4,-19,nt,nt,-31,7,0.17,5
Cc1cc2c(cc1C)C(=O)NC(C)(C)C2,-5,-4,nt,nt,1.2,nt,-4,-0.53,nt
CCOc1[nH]n(-c2ccc(Cl)cc2)c(=O)c1C=Nc1ccc(O)cc1,nt,-19,-13,nt,nt,-14,7,-1.1,12

(more compounds)
compound,Smad3 FoxH1 inh,HUVEC tox IL1B,F-actin modifier,Candida biofilm,MT1-MMP txn act,TNFa cytotox,PTPN22 inh 2,hDAT+cocaine,VCAM1 TNFa inh
S=C1SCN(CCN2CCOCC2)CN1Cc1ccccc1,8,-102,nt,5,0.9,-16,-4,-1.6,-3
Cc1ccc(N2C(=O)c3ccccc3C2Nc2ccccc2)nc1 (stereo unspecified),8,-5,13,12,nt,-26,-1,-1,15
CC(=O)c1cccc(NC(=O)c2ccc(N(Cc3ccccc3)S(C)(=O)=O)cc2)c1,8,-3,1,9,1.2,5,7,1.6,-5
N#CCc1ccc(C(=O)c2ccccc2F)s1,nt,-11,16,nt,nt,-12,-2,-1.6,1
CCN(CC)CCN1C(=O)C(O)=C(C(=O)c2ccc(C)o2)C1c1ccccn1 (stereo unspecified),1,nt,-20,-5,1,0,7,0.52,7
COc1ccc(S(=O)(=O)CCC(=O)NCCc2ccc(C)cc2)cc1,-4,-8,-16,4,1,-17,-12,0.25,0
O=C(NCc1ccco1)Oc1ccccc1,-4,27,-4,4,1.2,-6,-2,-0.54,18
O=C(O)C(Cc1ccccc1)N1C(=O)/C(=C/c2cccc3ccccc23)SC1=S (stereo unspecified),nt,-30,-7,nt,nt,10,12,-2.7*,-5
COC(=O)/C(=C/Nc1cccc2ccccc12)[N+](=O)[O-],6,nt,-2,0,1.1,5,5,-0.075,14
O=C(c1ccc(Br)s1)N1CCN(c2ncccn2)CC1,5,-38,12,4,1,-29,-11,-0.042,12
Cc1n[nH]c(=O)nc1NCCc1ccccc1,-10,-2,nt,-1,0.9,-23,-4,-0.25,-9
CCn1c(COc2ccc(Cl)cc2)nnc1SCc1nc2ccccc2[nH]1,-5,-4,14,2,1,-14,-1,0.83,-4
CCC(=O)Nc1nc2n(n1)C(c1ccc(OC)cc1)C=C(c1ccccc1)N2 (stereo unspecified),13,-7,1,0,1.2,-11,-14,0.38,-6
COc1ccc(CN(C(=O)c2ccc3c(c2)OCCO3)C(C(=O)NC2CCCCC2)c2ccc3ncccc3c2)cc1 (stereo unspecified),nt,-29,-14,nt,nt,-4,-2,0.53,-30
COc1ccccc1CCn1c(N)c(C#N)c2nc3ccccc3nc21,nt,-2,-2,nt,nt,-11,-5,-0.55,1
CCCC(=O)Nc1nc2ccc(S(=O)(=O)N3CCCCC3)cc2s1,-11,-6,6,9,1.1,-5,11,0.63,12
CC(C)NC(=O)Cc1ccc(Br)cc1,13,-84,8,6,1.2,-22,-6,-1.5,11
Clc1ccc(-c2nnc(N3CCCC3)nn2)cc1,1,-22,11,6,nt,-5,-12,0.19,-4
CCOc1ccc(N2C(=O)c3cccnc3C2Nc2ccc(C)c(C)c2)cc1 (stereo unspecified),6,nt,5,-1,1.1,-4,6,-0.81,-1
